# Source: PubChem BioAssay
# FBPA coupling cs: counter-screen for Giardia aldolase inhibitors: coupling enzyme system | AID 2472 | activity change, negative = inhibition, % at 58.2 µM, hits read low | 290,000 tested, 0.67% active | coupling enzyme system counterscreen, AmpLite Red fluorescence; in the data active = activity change below about -30%; also: % is scaled to controls: 0 for no effect and ±100 for the full control effect
#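 Final compound at 57.5 uM, incubated 10 min at RT with coupling enzyme reagent (glyceraldehyde-3-phosphate), then 20 min with substrate and AmpLite Red detection. Fluorescence read at 525/598 nm; tests interference with the coupling assay, not aldolase inhibition.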
# KCNH2 3.1 block: blocks the human KCNH2 3.1 channel isoform | U2OS KCNH2 3.1, thallium flux FluxOr; stronger effect = lower value | activity change, % (tested at about 1.8 µM) | 340,000 tested, 0.95% active;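 active = maximum activity change below -70%; inconclusive = maximum activity change from -70% to -50%; inactive = maximum activity change above -50%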;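 also: thallium influx rate constant from kinetic fluorescence after stimulation buffer; % is scaled to controls: 0 for no effect and ±100 for the full control effect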
#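 U2OS cells transduced with KCNH2 3.1 mutant virus (1.77 x 10^8 /mL, 4 h), plated overnight at 37 C, loaded 45 min with FluxOr dye plus Red40 quencher. Thallium flux rate constant from kinetic reads after stimulation buffer, normalised to controls.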
# MLL CXXC-DNA inh: inhibitors of human MLL CXXC domain-DNA interaction. Q03164. MLL-CXXC / FITC-HOXA9 DNA fluorescence polarization. Potency, µM (titrated, usually from 115 µM), for the others: top-dose activity change, negative = inhibition, usual class: inhibitors. 290,000 tested, 0.037% active; active = well fitted inhibition curve with a large enough effect in the polarisation, with a control signal flat, not every such curve was filed as active; inconclusive = small, poorly fitted or top-dose-only effect, or effect the other way, or a change in a side signal; inactive = no such curve, though single readings can be large or run the other way; the % refers to the polarisation; also: potency is read from the fitted curve at half-maximal effect
#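 Steps: dispense CXXC domain solution (7 uM) → pin compounds or unlabeled HOX-A9 DNA control → 5 min ambient → add FLSN-HOX-A9 solution (50 nM) → spin → 30 min ambient → fluorescence polarization. Tris pH 7.5/NaCl/DTT/BSA buffer.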
# A-T KAP1 phos: candidate therapy for ataxia-telangiectasia | AID 485349 | Potency, µM (top dose mostly 57.5 µM), inactives show at the top dose activation, hits mostly activators | […] A-T fibroblasts, KAP-1 phosphorylation AlphaLISA; neocarzinostatin DNA damage 30 min before lysis | 320,000 tested, 0.19% active; also: potency is read from the fitted curve at half-maximal effect; % of control where 0% means no effect; nearly all actives have a fitted effect of over 45% in size
#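 hTERT-immortalized A-T patient fibroblasts ([…]), 500 cells/well in OPTI-MEM, 1% FBS, got compounds for 60 min, then NCS for 30 min at 37C. Lysates were then assayed for phospho-KAP-1 by AlphaLISA (anti-pKAP1 donor, anti-KAP1 acceptor beads), 6 hr at 25C.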
# Integrin act MD: activates integrin-mediated alleviation for muscular dystrophy; alpha7betagal myoblasts, beta-gal FDG fluorescence, 48 h; Potency, µM (doses to about 38.3 µM), without a hit: at the top dose activation, actives largely listed as activators; 350,000 tested, 0.064% active;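 also: potency is read from the fitted curve at half-maximal effect; 100% = response of the positive control SU9516; nearly all actives have a fitted effect of over 60% in size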
#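 Alpha7betagal+/- myoblasts (passage 13) were plated 16-24 hr, then exposed to compounds (1:260 dilution of DMSO stock) for 48 hours at 37C. After MPER lysis, β-galactosidase reporter activity was read as FDG fluorescence (ex 480/em 540) after 30 minutes.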
# S-ASM inh: blocks human secretory acid sphingomyelinase | 340,000 tested, 0.006% active | Potency, µM (titrated, usually from 57.5 µM), for inactives: top-dose activity change, negative = inhibition, actives largely listed as inhibitors | placental ASM, HMU-PC fluorogenic substrate, 60 min | AID 504937 | P17405; also: potency is read from the fitted curve at half-maximal effect
#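 Fluorogenic HMU-PC substrate (9 uM final) is turned over by placental ASM in 60 min at 37 C after a 10 min compound preincubation. Reaction ended by alkaline stop (pH 10), with fluorescence read at 386/447 nm.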
# GALK inhibitor: blocks human galactokinase activity | P51570 | Potency, µM (doses to about 57.5 µM), for inactives: top-dose activity change, negative = inhibition, most hits filed as inhibitors | AID 1868 | Purified GALK, Kinase-Glo residual ATP luminescence | 270,000 tested, 0.007% active; also: potency is read from the fitted curve at half-maximal effect; % is scaled to controls: 0 for no effect and ±100 for the full control effect
#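 ATP-depletion format; final 35 uM ATP, 100 uM D-galactose, 5 nM enzyme; pH 8.0 HEPES/Mg2+ buffer; 60 min RT; luminescence read 10 min after detection reagent.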
# KCNH2 WT inh: blocks the wildtype human KCNH2 potassium channel. Q12809. activity change, % at 1.84 µM. 340,000 tested, 0.37% active. U2OS, BacMam KCNH2, thallium flux FluxOr; stronger effect = lower value;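 active = maximum activity change below -70%; inconclusive = maximum activity change between -70% and -50%; inactive = maximum activity change above -50%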; also: % is scaled to controls: 0 for no effect and ±100 for the full control effect
# Target sequence (Q12809 whole entry, looked up): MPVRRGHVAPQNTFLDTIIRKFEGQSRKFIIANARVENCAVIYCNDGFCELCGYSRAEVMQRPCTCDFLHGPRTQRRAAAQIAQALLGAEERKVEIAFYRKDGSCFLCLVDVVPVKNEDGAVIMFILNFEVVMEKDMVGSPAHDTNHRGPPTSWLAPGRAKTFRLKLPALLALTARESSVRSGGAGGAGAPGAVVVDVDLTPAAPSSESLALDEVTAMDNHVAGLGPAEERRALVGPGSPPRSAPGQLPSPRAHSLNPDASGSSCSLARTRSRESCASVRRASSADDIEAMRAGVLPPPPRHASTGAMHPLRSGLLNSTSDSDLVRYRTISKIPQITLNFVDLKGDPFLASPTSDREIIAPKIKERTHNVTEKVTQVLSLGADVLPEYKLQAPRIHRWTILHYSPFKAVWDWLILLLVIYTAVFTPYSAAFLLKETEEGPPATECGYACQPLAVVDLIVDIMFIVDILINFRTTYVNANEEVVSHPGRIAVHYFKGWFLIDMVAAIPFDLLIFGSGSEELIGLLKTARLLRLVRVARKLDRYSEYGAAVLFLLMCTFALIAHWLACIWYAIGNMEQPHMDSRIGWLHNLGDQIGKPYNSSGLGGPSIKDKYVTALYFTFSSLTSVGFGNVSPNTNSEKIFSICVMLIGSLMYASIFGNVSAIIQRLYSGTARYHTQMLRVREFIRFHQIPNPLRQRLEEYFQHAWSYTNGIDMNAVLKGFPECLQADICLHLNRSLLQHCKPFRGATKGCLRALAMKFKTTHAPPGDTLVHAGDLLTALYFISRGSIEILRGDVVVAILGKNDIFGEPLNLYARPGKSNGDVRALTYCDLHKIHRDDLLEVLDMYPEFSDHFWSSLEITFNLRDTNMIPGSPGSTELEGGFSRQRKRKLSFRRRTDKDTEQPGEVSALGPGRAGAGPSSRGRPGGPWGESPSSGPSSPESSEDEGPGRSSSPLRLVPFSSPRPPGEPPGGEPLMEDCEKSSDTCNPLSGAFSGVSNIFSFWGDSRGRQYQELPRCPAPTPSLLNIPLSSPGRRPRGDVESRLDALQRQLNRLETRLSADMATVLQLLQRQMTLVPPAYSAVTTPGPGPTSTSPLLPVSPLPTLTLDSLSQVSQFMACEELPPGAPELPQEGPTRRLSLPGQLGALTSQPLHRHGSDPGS
#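 U2OS cells were transduced with wild-type KCNH2 virus (2.03 x 10^8 / mL) for 4 h at room temperature, then cultured overnight at 37 C. Thallium flux was read with FluxOr dye. Rate constants were normalized to DMSO controls.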
# TRPV1 ag: human TRPV1 agonism; Q8NER1; TRPV1-expressing cells, Fluo-8 calcium influx, agonist mode; activation, % at 8.33 µM; 320,000 tested, 0.19% active; in the data active = activation above about 80%; inconclusive = between about 30% and that limit; also: 0% is about no effect
#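 TRPV1-expressing cells were cultured overnight at 35.5C and loaded with Fluo-8 calcium dye for 40 to 90 min at room temperature. After a 10 s baseline, compound was added and calcium influx was read kinetically for 3 min (ex 480/em 520 nm).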
# MBNL1-CUG inh: inhibitors of human MBNL1 binding to CUG repeat RNA; AID 2675; Potency, µM (titrated, usually from 57.5 µM), for inactives: at the highest dose activity change, negative = inhibition, hits mostly inhibitors; Q9NR56; TR-FRET MBNL1-His/biotin-(CUG)12 binding, 665/545 ratio; 280,000 tested, 0.036% active; active = well fitted inhibition curve with a large enough effect in the signal ratio, with a control signal flat, not every such curve was filed as active; inconclusive = small, poorly fitted or top-dose-only effect, or effect the other way, or a change in a side signal; inactive = no such curve, though single readings can be large or run the other way; the % refers to the signal ratio; also: potency is read from the fitted curve at half-maximal effect; % is scaled to controls: 0 for no effect and ±100 for the full control effect
#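 TR-FRET between His-tagged MBNL1 and biotin-(CUG)12 RNA, detected with Tb anti-His antibody (0.055 ng/ul) and streptavidin-XL665 (5 nM), 60 min at room temperature. Compounds titrated 92 nM to 58 uM; 665/545 nm ratio normalized to buffer and complex controls.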
# * = called active by the depositor; i = inactive; ? = inconclusive; . = no result given; [ ] = remark or other dose. Unless noted, calls follow the shape of the dose curve; as a rule, active = well fitted curve in the direction sought with a large enough effect; inconclusive = small, poorly fitted or top-dose-only effect, or another doubt; inactive = no such curve, though single readings can be large; an effect the other way counts as inactive or inconclusive. Not a hit list (roughly 2% active in at least one column).
SMILES,FBPA coupling cs,KCNH2 3.1 block,MLL CXXC-DNA inh,A-T KAP1 phos,Integrin act MD,S-ASM inh,GALK inhibitor,KCNH2 WT inh,TRPV1 ag,MBNL1-CUG inh
C=CCOc1ccc(/C=C/C(=O)OCC(=O)N2CCC(c3ccccc3)=N2)cc1,.,-7,.,-7%,13%,?,.,3,-1,.
O=C(COC(=O)c1cc(=O)[nH]c2ccccc12)c1ccc(Br)cc1,1,-8,6%,1%,-4%,154%[activator],-3%,-9,-3,11%
O=C(C1CCCN1S(=O)(=O)c1cccc2cccnc12)N1CCN(c2ccccc2)CC1 (configuration not stated),1,8,1%,9%,-18%,4%,1%,2,.,11%
CC(=O)Nc1sc(N/N=C\c2ccco2)nc1-c1cccs1,2,10,1%,-8%,0%,-3%,-1%,-15,-1,?
CC(=O)Nc1cccc(C(=O)OCc2ccc([N+](=O)[O-])cc2)c1,1,-9,0%,2%,-25%,-4%,0%,-9,10,14%
Cc1ccccc1NS(=O)(=O)c1ccc(N2CCCC2=O)cc1,3,0,9%,3%,-5%,2%,-1%,-2,-3,-4%
O=C(CCNC(=O)C1CCN(S(=O)(=O)c2ccc(F)cc2)CC1)NCCc1ccc(Cl)cc1,.,4,7%,5%,?,-3%,-5%,18,1,-2%
COc1ccccc1C(CNC(=O)COc1cc(C)ccc1Cl)N1CCCC1 (configuration not stated),.,12,.,3%,-7%,3%,.,14,1,.
COc1ccc(C(=O)C2CCCN(S(=O)(=O)c3cccc(C)c3)C2)c(C)c1 (configuration not stated),.,-2,-14%,26%,-33%,-2%,-7%,-2,15,-1%
COc1ccc(/C=N/NC(=O)c2nc(-c3ccccc3)cc(-c3ccccc3)n2)cc1O,0,-39,-7%,-2%,31%,?,0%,-11,5,.
CCn1cc(CCC(=O)NCCN2CCOCC2)c2ccccc21,2,-4,8%,2%,-4%,-1%,.,4,-4,-2%
c1ccc2[nH]c(SCc3cn4ccccc4n3)nc2c1,3,.,24%,1%,33%,4%,3%,-5,5,-1%
COc1cc([N+](=O)[O-])cc(/C=N/N(CCC#N)C(C)=O)c1O,3,-16,-1%,2%,12%,-10%,10%,-7,0,?
CC1CC(C)CN(C(=O)c2cccc(S(=O)(=O)Nc3cc(C(F)(F)F)ccc3Cl)c2)C1 (configuration not stated),13,.,-3%,-4%,36%,-2%,-1%,7,3,-6%
NC(=S)N/N=C/c1c[nH]c2ccccc12,-5,13,1%,2%,-8%,3%,-1%,-6,-6,?
CCOc1ccc(N2C(=O)c3ccccc3C2O)cc1 (configuration not stated),3,-22,2%,-5%,4%,-1%,2%,0,5,0%
CN1C(=O)N(C)C2(c3ccccc3)Nn3c(s/c(=C/c4ccccc4)c3=O)=NC12c1ccccc1 (configuration not stated),2,10,24%,.,8%,0%,4%,-7,11,-1%
COc1ccc2oc(=O)c(NC(=O)C3CCCCC3)cc2c1,4,-14,21%,6%,9%,19%,-2%,-22,4,0%
CCN(CC(=O)Nc1cc(Cl)ccc1C)C(=O)CCc1nc2ccccc2c(=O)[nH]1,.,4,.,-14%,-19%,1%,.,24,0,.
CCc1cc2ccc(C)cc2nc1SCC(=O)Nc1cc(C)on1,1,-6,-3%,-7%,6%,-1%,-1%,-20,20,2%
Cc1ccnc(NC(=O)CCC(=O)N(CC(=O)NC2CCCCC2)Cc2ccc3c(c2)OCO3)c1,0,.,7%,-2%,.,.,-2%,.,2,0%
COCCNC(=S)NCc1cccs1,4,3,-2%,2%,0%,1%,0%,-4,0,0%
CCn1cc([N+](=O)[O-])c(C(=O)Nc2ccc3c(c2)OCCO3)n1,-2,-9,1%,1%,-2%,-1%,-1%,1,1,?
CC(C)(C)c1ccc(/C=C2\SC(=O)N=C2N)cc1,1,-2,3%,-4%,2%,-2%,1%,-23,13,2%
COc1ccc(NC2CCCN(C(=O)c3ccncc3)C2)cc1 (configuration not stated),-3,19,3%,10%,9%,-3%,0%,10,-1,-1%
Cc1ccccc1NC(=O)CSc1nnc(-c2ccccn2)o1,1,20,10%,2%,-15%,1%,17%,5,0,1%
CCCCNC(=O)OCC(CC)NC(=O)OC(C)C (configuration not stated),1,-7,4%,1%,-6%,2%,1%,-1,7,7%
Cc1sc2ncnc(N3CCC(C(=O)NNC(=O)c4ccc(Cl)cc4)CC3)c2c1C,.,3,.,3%,-20%,3%,.,0,7,.
CCN(C(=O)CN1CCC(C(=O)OC)CC1)c1c(N)n(Cc2ccccc2)c(=O)[nH]c1=O,.,5,.,1%,-15%,3%,.,0,.,.
O=C(NNc1nc(-c2ccccc2)cs1)c1cccs1,0,5,4%,-19%,11%,-1%,3%,-10,3,-1%
O=C1CCN(CCCc2ccccc2)CCN1[C@H](CO)c1ccccc1,2,1,1%,7%,0%,3%,.,8,2,-1%
Cc1ccc(N(C(=O)c2cnccn2)C(C(=O)NC2CCCCC2)c2ccc(O)cc2)cc1 (configuration not stated),1,18,-1%,-5%,-8%,1%,12%,-6,3,9%
O=C(CSc1nnc2ccccn12)Nc1ccccc1C(=O)O,5,7,5%,-1%,?,2%,-2%,4,-2,-8%
Cc1noc(C)c1C(=O)Nc1cccc(S(=O)(=O)N2CCOCC2)c1,.,20,.,9%,39%,6%,.,-26,3,.
O=C(CSc1nnc(CNc2ccc(F)cc2)n1Cc1ccco1)NC1CC1,-21,14,-10%,-1%,-28%,4%,2%,9,-4,-2%
Cc1ccc2c(c1)NC(=O)C(CC(=O)NCc1ccc(F)cc1)O2 (configuration not stated),-1,-47,-1%,-9%,8%,-8%,2%,4,7,-17%
CCCN(CCC)S(=O)(=O)c1nc2nc(C)cc(C)n2n1,1,5,2%,-3%,6%,2%,2%,2,1,-2%
Cc1nc(SCC(=O)Nc2ccccc2Cl)c2c(C)c(C)sc2n1,.,8,.,-6%,-15%,-3%,.,2,19,.
CCOC(=O)N1CCN(Cc2nc(N)nc(Nc3ccc(OC)cc3)n2)CC1,1,-32,-1%,-7%,-22%,2%,0%,10,0,4%
CC(=O)C1=C(S(=O)(=O)c2ccc(C)cc2)CS(=O)(=O)C1,4,10,6%,-5%,-22%,1%,-3%,i,-1,2%
Cc1ccc(C2CC(=O)NC(SCc3ccccc3)=C2C#N)cc1 (configuration not stated),3,-5,8%,-4%,78%,-7%,-4%,-7,19,3%
Cc1onc(-c2ccccc2)c1C(=O)N1CCCC(C(F)(F)F)C1 (configuration not stated),.,0,-14%,10%,?,1%,-2%,23,5,-3%
O=C(COC(=O)/C=C/c1ccc(Cl)cc1)Nc1ccccc1-c1ccccc1,2,11,-9%,-7%,-3%,-2%,-4%,27,0,-12%
Cc1cnc(C(=O)NCC(=O)Nc2ccccc2Br)cn1,.,4,.,1%,1%,-1%,.,0,1,.
Cc1cc(C(=O)N2CCN(c3ncccn3)CC2)cs1,2,4,-12%,-5%,-4%,0%,1%,1,-4,10%
Cc1ccc(CCNC(=O)CN2C(=O)COc3ccccc32)cc1,5,9,9%,-1%,-19%,1%,2%,3,4,0%
CCc1nc(NC(C)(C)C)c2cnn(-c3ccccc3)c2n1,-5,-16,6%,?,-13%,-6%,-6%,0,3,20%
Cc1cccc(C2=N/C(=C\c3cccnc3)C(=O)O2)c1,5,12,-1%,-4%,11%,2%,1%,7,-5,-4%
CCCCn1c(SCC(=O)Nc2nccs2)nc2ccccc2c1=O,0,5,4%,-4%,-13%,1%,-7%,13,.,-4%
CCN(CC)S(=O)(=O)c1ccc(OC)c(NC(=S)Nc2cccc(C)c2)c1,0,.,-1%,-1%,.,.,-2%,.,-2,?
Cc1ccc(NS(=O)(=O)c2c(C(=O)N3CCOCC3)c(C)n(C)c2C)cc1C,0,0,2%,-9%,?,11%,8%,-2,2,-5%
COc1ccc(N(CC(=O)Nc2cccc(SC)c2)S(C)(=O)=O)cc1Cl,-7,-5,18%,-1%,-13%,-12%,9%,-9,0,-22%
CC(=O)Nc1ccc(OCCOc2ccccc2C(C)=O)cc1,1,-15,13%,-1%,-20%,4%,1%,-3,-3,-3%
